Screens from PubChem BioAssay.
ERK EGF inh: qHTS Assay for Inhibitors of the ERK Signaling Pathway using a Homogeneous Screening Assay; Stimulation with EGF | HEK293-V1b, EGF-stimulated phospho-ERK AlphaScreen | Potency, µM (titrated, usually from 11.5 µM), without a hit: top-dose activity change, negative = inhibition, hits mostly inhibitors | 130,000 compounds, 0.41% hits; active means well fitted inhibition curve with a large enough effect; inconclusive means small, poorly fitted or top-dose-only effect, or effect the other way;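 further: plate controls were stimulated vehicle wells for no effect and unstimulated vehicle basal for full effect; nearly all actives have a fitted effect of over 55% in size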
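HEK293 cells stably expressing V1b receptor, serum-reduced (1% FBS) overnight, pretreated 30 min with compound, then stimulated 5 min with 25 nM EGF; phospho-ERK detected by AlphaScreen SureFire. AC50 from Hill fits, normalized to DMSO and EGF.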
An asterisk follows results filed as active; ? = inconclusive; & = joins results of further samples; [ ] = another dose, or the depositor's remark. Potency means the concentration at half of the fitted maximal effect.

mol | ERK EGF inh
Cc1cccc(C(=O)NNC(=O)Nc2ccccc2)c1 | 0%
COc1ccc(C(=O)O)cc1S(=O)(=O)NC(C)(C)C | 4%[57.5 µM]
COc1cc(CNC2CCCC2)cc(Br)c1OCC(=O)Nc1ccccc1C | -5%
COc1ccc(-c2c(-c3ccc(OCC(=O)NN)cc3O)n[nH]c2C(F)(F)F)cc1 | 3%
Cc1ccc(C(=O)CC(=O)c2ccc(C(C)(C)C)cc2)cc1 | 2%
CC(C)(C)C1=CC=C(C(C)(C)C)C(=O)C1=O | 31%[activator][57.5 µM]
CSc1c(C#N)c(N)nc2sc(C(=O)c3ccccc3)c(N)c12 | 1%[57.5 µM]
CN(C(=O)/C=C/c1cnc2ccccc2c1)C1CCCCC1 | -1%
CC(C)N(C(=O)CSc1nnc(CNc2ccc(F)cc2)o1)C(C)C | 17%
COc1ccccc1CC(=O)O/N=C(\N)c1ccccn1 | -10%[57.5 µM]
CN(C)CCCN(C(=O)c1ccc(N2C(=O)CCC2=O)cc1)c1nc2c(F)cccc2s1 | -2%
CCN1CCCC1CNC(=O)CCc1nnc(CCC2CCCCC2)o1 (centres undefined) | -9%
Cc1ccc(C(=O)NNC(=O)CSc2nc(N)cc(N)n2)cc1 | 1%
NC(Cc1cnc[nH]1)C(=O)Nc1ccc2ccccc2c1 (centres undefined) | 17%
CCN1CCN(C(=O)/C=C/c2ccc3c(c2)OCO3)CC1 | 1%

The listing continues.
mol | ERK EGF inh
O=C(NCC1CCCO1)C1CCN(C2CCN(C(=O)C3CCCCC3)CC2)CC1 (centres undefined) | -9%
COc1cc(C(O)CO)ccc1O (centres undefined) | 2%
CCn1nc(C)c(Br)c1-c1nc(CS(=O)(=O)c2ccc(F)cc2)no1 | -7%[57.5 µM]
O=C(CSc1nc2ccccc2o1)NC1CCCC1 | 0%
CN(C(=S)Nc1ccc(Oc2ccccc2)cc1)C1CCCCC1 | -4%
CN(C)CC#CCOC(c1ccccc1)c1ccccc1 | 8%
Cc1ccc(SCC(=O)NC2CCS(=O)(=O)C2)cc1 (centres undefined) | -3%
CC(C)(C)NC(=O)c1ccc2c3c(cccc13)CC2 | -16%
CCOC(=O)N1CCN(C(=O)CSc2ccc3nnc(-c4ccncc4)n3n2)CC1 | -13%
COc1ccc(CC(=O)N(C)C2CCCCC2)cc1S(=O)(=O)N1CCOCC1 | -5%
CC(=O)N1Cc2cc([N+](=O)[O-])ccc2Oc2ccccc21 | -5%
O=C(Nc1ccc(S(=O)(=O)NCC2CCCO2)cc1)c1ccccc1 (centres undefined) | -4%
O=C(c1cccc(Cl)c1)N1CCC(=O)N(C(COCc2cccc(Cl)c2)Cc2ccccc2)CC1 (centres undefined) | 0%
O=C(OCC(=O)N1CCc2ccccc21)c1c2c(nc3ccccc13)CCCCC2 | ?
Cc1cccc(Nc2nc(N)c([N+](=O)[O-])c(NCCO)n2)c1 | 2%[57.5 µM]

New compounds follow:
mol | ERK EGF inh
COc1ccc(C(=O)NC(=S)Nc2ccc(N3CCCC3)cc2)cc1OC | 4%
CCCCC1(CO)C(=O)N(c2ccccc2)N(c2ccccc2)C1=O | 3%[57.5 µM]
O=C(Nc1cccc2ncccc12)c1ccc(Br)c([N+](=O)[O-])c1 | 4%
Cc1cc(C)c(C)c(C(=O)COC(=O)CNC(=O)CN2C(=O)c3ccccc3C2=O)c1C | 0%
N=c1c2c3c(sc2ncn1Cc1ccco1)CCCCC3 | 0%
CCOC(=O)C1=C(C)NC(C)=C(C(=O)OCC)C1c1ccc(Br)o1 | -7%
COC(=O)C(C(=O)OC)C(C(C)C)C(C(=O)OC)C(=O)OC | -18%
O=C(NCCc1ccccc1)C1c2ccccc2C(=O)N1Cc1cccs1 (centres undefined) | 2%
CCCn1c(C)nc2c(NCCCN3CCCCC3C)nc(C)nc21 (centres undefined) | -8%
CN(C)c1ccc(C(=O)OCC(=O)N2CCOCC2)cc1 | 27%
COc1ccccc1C(=O)Nc1ccc(S(=O)(=O)NC2=NCCCCC2)cc1 | -1%
CCOC(=O)c1cc2c(=O)n3ccccc3nc2n(CCOC)c1=NC(=O)c1c(-c2c(F)cccc2Cl)noc1C | -4%
CCOC(=O)C1C(c2ccccc2)NC(=S)NC1(C)O (centres undefined) | -5%
COc1cc(/C=C2\SC(=S)N(CCC(=O)Nc3ccccc3)C2=O)cc(OC)c1OC | 12%
COc1ccc(-c2cc(C(F)(F)F)c(C#N)c(=O)[nH]2)cc1 | -2%[57.5 µM]

Additional results
mol | ERK EGF inh
NC(=O)c1cccnc1Nc1cccc([N+](=O)[O-])c1 | 9%
COCCCn1nnnc1SCC(=O)N1c2ccccc2CC1C (centres undefined) | 2%
CCN(CC)S(=O)(=O)c1ccc(N2CCOCC2)c(NC(=O)c2ccc(C#N)cc2)c1 | -7%
C/C(=N\NC(=O)c1nn(C)c(C)c1Br)c1ccc(NC(=O)c2ccccc2F)cc1 | 4%
CCNc1ncc2nc(-c3cccs3)c(=O)n(-c3ccc(OC)cc3)c2n1 | 3%
O=C1/C(=C/C=C/c2ccco2)SC(=S)N1NS(=O)(=O)c1ccccc1 | ?
CCn1c(C)[n+](Cc2ccccc2)c2ccc(Cl)cc21 | -1%
CN1CCC(=NNC(=O)c2ccc(N(Cc3ccc(Cl)cc3)S(C)(=O)=O)cc2)CC1 | 1%
O=C(O)c1cc(=O)cc(C(=O)O)[nH]1 | 2%
Cc1cnc(C(=O)NCC(c2ccccc2)c2ccccc2)cn1 | -2%
CC1N(C)c2cccc3cccc(c23)N1C | 2%
CC(=O)Oc1ccc([N+](=O)[O-])cc1N1C(=O)c2ccccc2C1=O | 5%
O=C(O)c1c2c(nc3ccccc13)CCCCC2 | -7%
Cc1ccc(N2C(=O)CC(Cc3cc(C)cc(C)c3)C2=O)cc1 (centres undefined) | -4%
O=C(N=Nc1c(O)[nH]c2ccc([N+](=O)[O-])cc12)c1cc(-c2ccccc2Cl)nc2ccccc12 | -2%

(next part)
mol | ERK EGF inh
O=C(CN1C(=O)c2ccccc2S1(=O)=O)Nc1cccnc1 | -1%
CC(C)CC(=O)NC(=S)NNC(=O)c1cccc([N+](=O)[O-])c1 | 3%
Fc1cccc(CN2CCN(C(=S)NCCc3ccccc3)CC2)c1 | -5%
Cc1nn(Cc2ccccc2)c(Cl)c1/C=N/NC(=O)c1cccnc1 | 5%
CC1=CC=CC2=N/C(=N\S(=O)(=O)c3ccc(F)cc3F)c3ccccc3CN12 | -6%
Cc1cc(C)c(C)c(Oc2ncnc(N)c2[N+](=O)[O-])c1 | 4%
COc1ccc(Nc2nc(-c3cccs3)nc3ccccc23)cc1 | 7%
CC(=O)N1CCN(CC(=O)Nc2cc(S(=O)(=O)N3CCOCC3)ccc2C)CC1 | 37%
O=c1c2ccccc2c(C=NCCCN2CCOCC2)c(O)n1Cc1ccc2c(c1)OCO2 | ?
Cc1ccc(NCC(=O)N=Nc2c(O)[nH]c3ccc([N+](=O)[O-])cc23)cc1 | 4%[57.5 µM]
CCNC(=S)Nc1ccc(Cl)cc1Cl | -4%
Cc1cc(-c2n[nH]c(=S)n2/N=C/c2ccc(C)o2)n[nH]1 | -4%[57.5 µM]
O=C(COc1ccccc1)NCc1nnc2c3ccccc3c(-c3ccccc3)nn12 | 3%
COc1ccc(S(=O)(=O)Cc2ccc(C(=O)NCCc3cc(OC)ccc3OC)o2)cc1 | -3%[57.5 µM]
CN(C)c1nnnn1Cc1ccccc1 | -9%

Continued:
mol | ERK EGF inh
CCOC(=O)N1CCN(C(=O)c2ccc(OC)cc2)CC1 | -12%
CCOC(=O)c1sc2ccc(S(=O)(=O)N3CC(C)CC(C)C3)cc2c1N (centres undefined) | 2%
O=C(COC(=O)c1cccnc1)NC1CCCc2ccccc21 (centres undefined) | 5%
CCC(=O)N(Cc1ccco1)Cc1cc2cc3c(cc2[nH]c1=O)OCO3 | -1%
C=CCC1(C)C(=O)N(c2ccccc2)c2ccccc21 (centres undefined) | -1%
Cc1[nH]c2ccccc2c1/C=N/NC(=O)c1cc(C(C)C)[nH]n1 | -8%[57.5 µM]
Cc1ccc(/C=N/NC(=O)c2ccc(Cn3cc([N+](=O)[O-])cn3)o2)cc1 | -7%
Cc1nc(Cl)c(C(=O)NC(C)(C)C)c(C)c1Cl | 10%
CCOc1ccc(Cc2noc3c2C(=O)CCC3)cc1OCC | -15%
CN1CCCN(C(=O)c2cc(-c3cccc4ccccc34)nc3ccccc23)CC1 | -13%[57.5 µM]
O=C(O)c1cc(N2C(=O)C3CCCCC3C2=O)ccc1NCc1cccnc1 (centres undefined) | -6%
CCn1cc(CNC(=O)c2cccc([N+](=O)[O-])c2)cn1 | 0%
CCC(NC(=O)NC1CCCCC1)c1ccccc1 (centres undefined) | 3%
Cn1c(N2CCOCC2)c(/C=N/OC(=O)c2cccnc2Cl)c2ccccc21 | 2%
COc1cc(C(=O)c2ccccc2)c(OC)cc1C(=O)Nc1ccc(O)cc1 | 4%

The closing 3 compounds of the section above are carried over, then new ones follow:
mol | ERK EGF inh
CCC(NC(=O)NC1CCCCC1)c1ccccc1 (centres undefined) | 3%
Cn1c(N2CCOCC2)c(/C=N/OC(=O)c2cccnc2Cl)c2ccccc21 | 2%
COc1cc(C(=O)c2ccccc2)c(OC)cc1C(=O)Nc1ccc(O)cc1 | 4%
NCCC(=O)O | -8%
S=c1[nH]c2cc(Br)cnc2[nH]1 | -2%[57.5 µM]
Cc1ccc2nc(CSc3nnc(-c4ccncc4)n3C)cc(=O)n2c1 | -4%
Cc1ccc(/C=N/Nc2ncnc3nc[nH]c23)cc1 | 9%[57.5 µM]
COc1ccc(CCC(=O)OC(C)C(=O)c2ccc(C)cc2)cc1 (centres undefined) | -3%
Nc1nonc1-c1noc(-c2ccccc2)n1 | -3%
O=C(c1cccc(Br)c1)N1CCN(C(=O)c2cccc(Br)c2)CC1 | -11%
CN1CCN(c2ccc(C(=O)NC3CCCCC3)cc2[N+](=O)[O-])CC1 | 4%
COc1ccccc1N1CCN(C(=O)COc2ccc(S(=O)(=O)NC(C)(C)C)cc2)CC1 | -4%
COc1cc(NC(C)=O)ccc1-c1cc2ccccc2oc1=O | -1%
Cc1ccc(C)c(NC(=O)CSc2nnc(C)c(=O)n2N)c1 | 4%
CC(=O)C1C(c2ccc(O)cc2)NC(=O)NC1(O)C(F)(F)F (centres undefined) | -4%[57.5 µM]
CC(NC(=O)c1cc(-c2ccccc2)nc2ccccc12)C1CCCO1 (centres undefined) | -9%
CC(=O)NC(Cc1ccc(C(C)C)cc1)C(=O)NC1CCN(C(=O)c2cccc(C)c2)CC1 (centres undefined) | -1%
Cc1nc2ccc(NC(=S)NCc3ccccc3)cc2nc1C | -9%

In the list so far, six contain a thiophene ring, fused or not:
mol | ERK EGF inh
CSc1c(C#N)c(N)nc2sc(C(=O)c3ccccc3)c(N)c12 | 1%[57.5 µM]
N=c1c2c3c(sc2ncn1Cc1ccco1)CCCCC3 | 0%
O=C(NCCc1ccccc1)C1c2ccccc2C(=O)N1Cc1cccs1 (centres undefined) | 2%
CCNc1ncc2nc(-c3cccs3)c(=O)n(-c3ccc(OC)cc3)c2n1 | 3%
COc1ccc(Nc2nc(-c3cccs3)nc3ccccc23)cc1 | 7%
CCOC(=O)c1sc2ccc(S(=O)(=O)N3CC(C)CC(C)C3)cc2c1N (centres undefined) | 2%

The results go on.
mol | ERK EGF inh
Cc1cc(NC(=O)CN(C)S(=O)(=O)c2cccc(Cl)c2)no1 | 47%
CC(C)Cc1c2c([nH]c(=S)c1C#N)CCCC2 | -16%
CCCn1c(SCC(=O)NC2CCCc3ccccc32)n[nH]c1=O (centres undefined) | -9%
N#CC(C#N)=C1NC2(CCCC2)Cc2ccccc21 | -26%
CN(C)CCC1CCN(c2cc(C#N)c(C#N)cc2[N+](=O)[O-])CC1 | 3%
COc1ccc2c(c1)O[C@H](c1ccc3c(c1)OCO3)[C@@H](O)C2=O | -5%&5%
Fc1ccc(CNc2nc(-c3ccccc3)nc3ccccc23)cc1 | -14%
O=C(COC(=O)/C=C/c1cccs1)Nc1ccccc1Cl | 4%
CCNCc1cc(Cl)c(OCc2ccccc2)c(OCC)c1 | 1%
CC1(C)C(=O)Nc2ccccc2N1C(=O)CSc1nnc2ccccn12 | 1%
COc1ccccc1/C=C/C(=O)N1CCC(c2ccccc2)C1 (centres undefined) | -5%
N#CC1(c2ccc(NC(=O)c3ccccc3F)cc2)CCCC1 | -3%
COc1ccc(/C=N/NC(=O)c2ccc(CSc3nncn3C)cc2)cc1OC | -5%
CCn1c(C)cc(/C=C2/SC(=S)NC2=O)c1C | -13%
CN(C(=O)CC1C(=O)NCCN1C/C=C/c1ccccc1)C1CCOCC1 (centres undefined) | -3%

The list continues.
mol | ERK EGF inh
Oc1ccc(/C=N/Nc2nc(-c3cccnc3)nc3ccccc23)c(O)c1 | -6%[57.5 µM]
CCc1nnc(NC(=O)/C=C/c2ccco2)s1 | 1%
Cc1c(C)n(CCC(=O)O)c2ccccc12 | 11%
CC(=O)CC(C)(C)S(=O)(=O)c1ccc(Oc2ccc(S(=O)(=O)C(C)(C)CC(C)=O)cc2)cc1 | -9%
COCCSc1ccccc1C(=O)NCc1cccnc1 | -14%
O=C(CCc1nc2ccccc2[nH]1)NCc1ccc2c(c1)OCO2 | ?
Cc1cc(C)nc(N2C(=O)CC(Cc3ccc(Cl)cc3)C2=O)n1 (centres undefined) | -4%

A portion of the library; count on the stated rates, not on these rows.
